# Source: PubChem BioAssay (National Center for Advancing Translational Sciences (NCATS))
# IL2 activator: IL-2 activation. IL-2 activation reporter assay, cell-based qHTS; stimulated with anti-CD3/CD4/CD28 beads; in transgenic mouse T cells. activation, % (series mostly up to about 46 µM). 360,000 tested, 0.065% active; in the data active = activation above about 50%; inconclusive = mostly about 30% to 49%; note: 0% is about no effect
#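 Readout is EGFP and DsRed signal by fluorescent plate cytometry after 18 h at 37 degrees C. Transgenic mouse T cells (750/well) received compound for 60 min before bead stimulation (anti-CD3, anti-CD4, anti-CD28); memory T cells served as non-tolerant control.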
# EPAC1 agonist: activates human EPAC1 exchange factor. EPAC1 agonist qHTS, biochemical assay; response scale: 100% = response to 6.5 mM cAMP. O95398. Potency, µM (top dose mostly 154 µM), inactives show at the highest dose activation, actives largely listed as activators. 360,000 tested, 0.073% active; note: potency is the fitted concentration of half-maximal effect; nearly all actives have a fitted effect of over 60% in size
#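 Nucleotide exchange by EPAC1 (100 nM) on Rap1B–BODIPY-GDP (250 nM) in the presence of 50 uM GDP is tracked fluorescently at 480/540 nm over 30 min. Signals are normalized to a 6.5 mM cAMP control.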
# GLP-1R agonist: activates the human GLP-1 receptor; AID 624172; HEK293 GLP-1R CRE-luciferase, luminescence, 4-6 h; cells express a hypersensitive GLP-1R form; Potency, µM (highest dose often 45.6 µM), without a hit: at the highest dose activation, usual class: activators; 380,000 tested, 0.007% active; note: potency is the fitted concentration of half-maximal effect; % of control where 0% means no effect
# Target sequence (P43220 whole entry, looked up): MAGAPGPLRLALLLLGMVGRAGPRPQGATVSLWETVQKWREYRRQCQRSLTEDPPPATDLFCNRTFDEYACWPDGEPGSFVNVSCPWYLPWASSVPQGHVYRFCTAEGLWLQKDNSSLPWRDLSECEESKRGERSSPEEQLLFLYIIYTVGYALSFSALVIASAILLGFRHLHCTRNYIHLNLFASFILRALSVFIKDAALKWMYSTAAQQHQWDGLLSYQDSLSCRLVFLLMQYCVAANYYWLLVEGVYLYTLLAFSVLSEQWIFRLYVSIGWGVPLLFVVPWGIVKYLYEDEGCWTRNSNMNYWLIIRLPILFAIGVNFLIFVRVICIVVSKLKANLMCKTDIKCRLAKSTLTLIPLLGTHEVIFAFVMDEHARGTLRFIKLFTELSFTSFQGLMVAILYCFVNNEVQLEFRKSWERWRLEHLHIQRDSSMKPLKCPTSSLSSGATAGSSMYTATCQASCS
# PLK1 PBD block: PLK1 (human) polo-box domain binding inhibition. P53350. Plk1 PBD binding of FITC phosphopeptide, fluorescence polarization. Potency, µM, inactives show max response, negative = inhibition, most hits filed as inhibitors. 360,000 tested, 2.8% active; note: potency is the fitted concentration of half-maximal effect; series mostly up to about 57 µM; % is set by controls: 0 for no effect and ±100 for the full control effect; nearly all actives have a fitted effect of over 65% in size
# GLP1R cytotox: cytotoxicity counter-screen for GLP-1 receptor inverse agonists. HEK293 cAMP-luciferase reporter cells, luminescence, 24 h. Potency, µM (series often up to 38.3 µM), inactives show top-dose activity change, negative = inhibition, hits mostly inhibitors. 410,000 tested, 0.13% active. AID 624418;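 note: loss of luciferase light is scored as toxicity; potency is the fitted concentration of half-maximal effect; % is set by controls: 0 for no effect and ±100 for the full control effect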
#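 MLSMR compounds, 24 hr on cells at 37 deg C/5% CO2; luminescence after luciferase reagent (12 min RT). Inhibition counted as the undesired cytotoxic outcome.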
# EPAC1 antag: antagonists of human EPAC1. EPAC1 GEF assay, Rap1b-BODIPY-GDP exchange fluorescence. 360,000 tested, 0.14% active. Potency, µM (titrated, usually from 115 µM), inactives show at the highest dose activity change, negative = inhibition, usual class: inhibitors;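 note: potency is the fitted concentration of half-maximal effect; plate controls were vehicle for no effect and positive control for full effect; nearly all actives have a fitted effect of over 50% in size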
# PI5P4Ka inh: inhibitors of human PI5P4K alpha; AID 652105; P48426; PI5P4Kalpha enzyme, ADP-Glo luminescence, 60 min; hits give low values; max response, %; 330,000 tested, 1.2% active; active = max response of -50% or lower; inconclusive = between -30% and -50%; inactive = -30% or higher; note: value at the top dose of about 77 µM; % is set by controls: 0 for no effect and ±100 for the full control effect
# Target sequence (P48426 whole entry, looked up): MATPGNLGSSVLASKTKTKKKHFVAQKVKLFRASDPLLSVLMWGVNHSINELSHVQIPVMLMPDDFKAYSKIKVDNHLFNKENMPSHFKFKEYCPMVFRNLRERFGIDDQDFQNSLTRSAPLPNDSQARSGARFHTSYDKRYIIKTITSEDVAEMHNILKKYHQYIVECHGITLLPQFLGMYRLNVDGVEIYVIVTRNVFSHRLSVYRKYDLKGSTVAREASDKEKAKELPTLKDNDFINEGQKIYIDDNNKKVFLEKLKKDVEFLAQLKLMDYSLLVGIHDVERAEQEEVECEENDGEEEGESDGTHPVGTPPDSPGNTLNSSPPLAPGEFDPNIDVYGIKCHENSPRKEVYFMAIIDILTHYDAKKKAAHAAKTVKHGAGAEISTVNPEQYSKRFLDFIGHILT
#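 Enzyme plus substrate dispensed, test compounds pinned in, then ATP (5 microM final) added. After 60 min at RT, ADP-Glo reagent 1 for 45 min and reagent 2 for 30 min preceded luminescence imaging.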
# PTHR1 agonist: activates the human parathyroid hormone receptor PTHR1 | Potency, µM (titrated, usually from 115 µM), for inactives: at the highest dose activation, actives largely listed as activators | Q03431 | HEK293 GP2 PTHR1 cells, GloSensor cAMP luminescence, 1 h | 410,000 tested, 0.075% active; note: potency is the fitted concentration of half-maximal effect; nearly all actives have a fitted effect of over 55% in size; some results filed as inactive show a strong effect at the top dose; inactives centre near -15; many of its hits are not listed in these tables
#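 HEK-293-derived GP2 cells expressing PTHR1 and a GloSensor cAMP reporter, 3,000/well, plated overnight, given luciferin plus IBMX (each 0.5 mM as added) for 1 h at 37 °C, then compound for 1 h at 37 °C. Luminescence was read after 15 min at room temperature.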
# GLP-1R inv ag: inverse agonists of human GLP-1 receptor. AID 624417. Potency, µM (highest dose often 38.3 µM), inactives show top-dose activity change, negative = inhibition, hits mostly inhibitors. 410,000 tested, 1.6% active. P43220. HEK293 GLP-1R CRE-luciferase, luminescence, 24 h; GLP-1R form is constitutively active; note: potency is the fitted concentration of half-maximal effect; % is set by controls: 0 for no effect and ±100 for the full control effect; nearly all actives have a fitted effect of over 55% in size
#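 Seeding at 200 cells/uL, 12 h culture, 24 hr compound treatment, then luciferase reagent and a luminescence read; cells are HEK293 stably expressing a constitutively active GLP-1R plus cAMP-responsive luciferase.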
# * marks the source's active call; other numbers are inactive results; i = inactive; ? = inconclusive; . = no result given; [ ] = remark or other dose. Unless noted, calls come from the whole dose curve; as a rule, active = well fitted curve in the direction sought with a large enough effect; inconclusive = small, poorly fitted or top-dose-only effect, or another doubt; inactive = no such curve, though single readings can be large; an effect the other way counts as inactive or inconclusive.
SMILES,IL2 activator,EPAC1 agonist,GLP-1R agonist,PLK1 PBD block,GLP1R cytotox,EPAC1 antag,PI5P4Ka inh,PTHR1 agonist,GLP-1R inv ag
C[n+]1c(-c2ccccc2)cc(-c2ccc(Cl)cc2)cc1-c1ccccc1,-0.2,18%,0%,-11%,-20%,15%,0,-18%,?
C[C@H]1COC2=C1C(=O)C(=O)c1c2ccc2c1CCCC2(C)C,-0.2,.,-5%,27µM*,-18%,45µM*,-52*,-24%,?
COc1ccccc1Sc1ccccc1CC(C)N (stereo not given),1.1,2%,-10%,-8%,-10%,12%,1,-11%,?
COC(=O)C1=C(c2c(C)noc2C)C[C@@H]2CC[C@H]1N2C(=O)NCc1ccco1,2.4,4%,-6%,-1%,-8%,-6%,-1,-33%[inhibitor],24%
Cc1cc(-c2ccc(N)c(C)c2)ccc1N,-0.5,0%,4%,-7%,6%,-18%,-1,i,15%
COc1ccccc1NC(=O)COC(=O)c1cc(C)n(C2CC2)c1C,0.2,-3%,9%,-21%,4%,-10%,0,-67%[inhibitor],19%
CC(C)CN(CC(C)C)C(=O)C1C2c3ccccc3C(c3ccccc32)C1C(=O)O (stereo not given),-3.0,-1%,7%,-21%,-6%,-10%,-2,i,6%
C=Cc1cc(OC)c2c(c1)c(=O)oc1c2cc(OC)c2c(O)ccc(C3OC(C)C(O)C(C)(O)C3O)c21 (stereo not given),-7.3,1%,-17%,-8%,-6%,-13%,17,-22%,?
CCN1CCN(C(=O)Cc2coc3cc(C)cc(C)c23)CC1,-0.1,11%,21%,-6%,10%,3%,-10,i,-27%
Cc1ncoc1C(=O)NCCC(c1ccccc1)c1ccccc1,-0.1,-1%,12%,-19%,11%,-17%,-20,-31%[inhibitor],?
COc1cccc(C)c1NC1=NCCO1,-0.9,-13%,-6%,4%,-4%,7%,-1,i,-15%
COC(=O)c1[nH]c2ccc(C)cc2c1NC(=O)Oc1ccccc1,-0.3,0%,7%,?,0%,-19%,-2,-29%,-5%
C=CCn1c(O)c(C(C)=Nc2cccc(C(=O)O)c2)c(=O)[nH]c1=O,0.5,1%,1%,-7%,-6%,12%,-18,-4%,12%
C[C@]12CCC3C(CC[C@H]4C[C@H](O)CC[C@]34C)C1C[C@@H](O)[C@H]2O (stereo not given in full),-0.3,-9%,3%,-11%,6%,-24%,0,i,-60%
COC(=O)C1=C(c2ccc(F)cc2OCc2ccccc2)C[C@@H]2CC[C@H]1N2C(=O)NC1CCN(Cc2ccccc2)CC1,-4.2,-22%,0%,5%,-2%,-9%,0,-35%,-9%
Cc1cc(C)c(C(=O)/C=C/c2ccc(C(C)C)cc2)c(=O)[nH]1,-0.7,-15%,-3%,-2%,?,0%,1,-18%,1.4µM*
COC(=O)C1=C(c2cccc(OC)c2OC)C[C@@H]2CC[C@H]1N2C(=O)NCCNC(C)=O,0.1,3%,11%,-6%,-21%,-1%,-2,-27%,11%
COC1=CC(=O)O[C@@H](/C=C/c2ccccc2)C1,1.6,-21%,19%,-2%,2%,5%,-6,i,-10%
CN(C)CCSCc1nnc2n1-c1ccc(Cl)cc1C(c1ccccc1Cl)=NC2,2.5,2%,3%,3%,?,-7%,3,i,-36%
Cc1ccc(NC(=O)CSc2nc3ccccc3c(=O)n2CCCN2CCCCC2)cc1Cl,-3.8,-5%,8%,-6%,?,-8%,23,i,?
c1cc2c(cc1CN1CCNCC1)OCO2,-3.0,-6%,-2%,-10%,0%,2%,3,-6%,-24%
CC(=O)c1ccc(NC(=O)c2sc3nc4c(cc3c2N)N2CCC4CC2)cc1,.,.,15%,.,0%,.,.,-9%,-16%
CN1OC[C@@H]2COc3ccc4ccccc4c3[C@@H]21,0.6,2%,4%,1%,1%,5%,6,i,0%
COC(=O)C1=C(c2cccc(OCc3ccccc3)c2)C[C@@H]2CC[C@H]1N2C(=O)NCc1ccc(N(C)C)cc1,-0.6,6%,2%,-3%,-3%,-21%,2,-50%[inhibitor],?
CN1Cc2cccnc2N(C)Cc2cc(Cl)ccc21,-2.7,6%,1%,1%,-1%,-19%,13,-30%[inhibitor],-37%
CCOC(=O)[C@]12Cc3cc4ccccc4cc3[C@H]1N(Cc1ccccc1)C(=O)c1ccccc12,-1.2,-2%,-5%,12µM*,?,-25%,-1,-43%[inhibitor],?
CCOC(=O)c1cccc(C2=C(CNC(=O)c3ccncc3)[C@H]3CC[C@@H](C2)N3Cc2ccccc2)c1,-2.1,9%,0%,-4%,13%,-7%,-4,-16%,-14%
O=C(Nc1ccc(Cl)cc1C(=O)c1ccccc1)c1ccccc1,0.6,?,15%,-9%,10%,-14%,2,i,?
O=c1c2ccccc2[nH]c(=S)n1-c1ccc(Br)cc1,0.0,5%,4%,-15%,-1%,-13%,1,-19%,5%
Cc1cc(=O)oc2cc3c(cc12)CCCN3,0.3,-10%,-1%,-4%,i,7%,-1,-25%,71%[activator]
COC(=O)c1ccccc1OP1(=O)COc2ccccc2OC1,-1.2,-3%,3%,-3%,-4%,0%,8,i,3%
CCn1cc(C(=O)N2CCC3(CC2)OCCO3)c(=O)c2cc(S(=O)(=O)N3CCCC3)ccc21,0.5,7%,6%,-4%,4%,14%,.,i,7%
OC[C@@H]1[C@@H](c2ccc(Cl)cc2)C(c2ccc(F)cc2)=NN1c1ccccc1,-0.3,-9%,2%,-15%,79%[activator],-15%,4,-41%[inhibitor],?
COC(=O)COc1ccc(/C=C2\C(=O)NC(=S)N(c3ccc(C)cc3)C2=O)cc1OC,-1.3,3%,-3%,8.4µM*,-5%,1%,-54*,-25%,1%
COC(=O)C1=C(c2ccc(S(C)(=O)=O)cc2)C[C@@H]2CC[C@H]1N2C(=O)NCc1cccc2ccccc12,0.7,-2%,-5%,0%,9%,-14%,1,i,10%
COc1ccc(NP(=O)(Oc2ccccc2OC)Oc2ccccc2OC)cc1,-5.1,5%,15%,-6%,-1%,-15%,1,-9%,?
C[C@@H]1CN([C@@H](C)CO)C(=O)CCCn2nncc2CO[C@@H]1CN(C)C(=O)Oc1cccc2ccccc12,-1.2,-7%,-6%,3%,-11%,-2%,-6,-29%,6%
CC(Cc1ccccc1)N1Cc2ccccc2C1 (stereo not given),0.7,11%,2%,2%,2%,4%,-1,i,1%
N#CC1=C(N)Oc2c(c(=O)oc3ccccc23)C1c1ccccc1OC(=O)c1cccs1 (stereo not given),1.6,-13%,-11%,-3%,-27%,-5%,-4,-23%,-6%
CC(C)(C)C(=O)O[C@H]1CC[C@@]2(C)C(=CC(=O)C3C2CC[C@]2(C)C(=O)CCC32)C1 (stereo not given in full),0.5,6%,12%,0%,4%,-5%,-3,i,5%
O=[N+]([O-])c1ccc(C2C3C(c4ccccc4)=NC4(CCCC4)N32)cc1 (stereo not given),-3.9,3%,5%,-8%,-6%,11%,1,-18%,-13%
O=C(NC1CN2CCC1CC2)c1ccc(-c2ccc([N+](=O)[O-])cc2)o1 (stereo not given),-0.3,11%,-1%,-21%,4%,-5%,-12,i,6%
CNC(=O)OCCc1n(C)cc[n+]1C,3.8,4%,0%,-5%,3%,-5%,-4,-13%,0%
COC(=O)C1=C(c2ccc(F)cc2F)C[C@@H]2CC[C@H]1N2C(=O)NCCOc1ccccc1Cl,0.2,-15%,10%,6%,7%,-21%,-3,-32%[inhibitor],?
O=[N+]([O-])c1ccc(C2[C@H]3C(c4ccccc4)=NC4(CCCCC4)N23)cc1 (stereo not given in full),-0.3,-2%,-3%,-15%,4%,-16%,4,?,1%

# Rewritten with two lines to a compound: entries from further up.
# Every second line gives: IL2 activator	EPAC1 agonist	GLP-1R agonist	PLK1 PBD block	GLP1R cytotox	EPAC1 antag	PI5P4Ka inh	PTHR1 agonist	GLP-1R inv ag
- COC(=O)COc1ccc(/C=C2\C(=O)NC(=S)N(c3ccc(C)cc3)C2=O)cc1OC
→ -1.3	3%	-3%	8.4µM*	-5%	1%	-54*	-25%	1%
- N#CC1=C(N)Oc2c(c(=O)oc3ccccc23)C1c1ccccc1OC(=O)c1cccs1 (stereo not given)
→ 1.6	-13%	-11%	-3%	-27%	-5%	-4	-23%	-6%
- COC(=O)c1ccccc1OP1(=O)COc2ccccc2OC1
→ -1.2	-3%	3%	-3%	-4%	0%	8	i	3%
- CNC(=O)OCCc1n(C)cc[n+]1C
→ 3.8	4%	0%	-5%	3%	-5%	-4	-13%	0%
- CC(C)(C)C(=O)O[C@H]1CC[C@@]2(C)C(=CC(=O)C3C2CC[C@]2(C)C(=O)CCC32)C1 (stereo not given in full)
→ 0.5	6%	12%	0%	4%	-5%	-3	i	5%

# The list continues.
SMILES,IL2 activator,EPAC1 agonist,GLP-1R agonist,PLK1 PBD block,GLP1R cytotox,EPAC1 antag,PI5P4Ka inh,PTHR1 agonist,GLP-1R inv ag
CC12CC[C@H]3[C@@H](CCC4(O)C[C@H](O)CCC34/C=N/NC(=O)c3ccccc3Cl)C1(O)CCC2C1=CC(=O)OC1 (stereo not given in full),-0.6,-8%,-2%,-5%,-8%,-17%,-10,i,16%
COc1ccc(CN2C(=O)CC(=O)NC2=O)cc1,-1.6,2%,-13%,-17%,0%,5%,-15,-18%[57.5 µM],-38%
Cc1cc(S(=O)(=O)NCC(C)C)ccc1OCC(=O)N1CCN(Cc2ccccc2)CC1,-0.8,-1%,4%,-19%,4%,-5%,0,-11%,?
C=C(COC(=O)CCC(=O)O)CC1CC(O)[C@]2(C)OC3CC4OC5C[C@]6(C)O[C@]7(C)CCC8OC9C[C@]%10(C)OC%11C(C)=CC(=O)OC%11CC%10OC9C[C@@H](C)C8OC7CC6O[C@]5(C)C/C=C\C4OC3CC2O1 (stereo not given in full),-0.3,-6%,0%,-16%,3%,-10%,-2,-15%,-1%
CN(C)C(=O)Oc1ccc(Cl)c2cccnc12,-1.0,-11%,0%,1%,-4%,-9%,1,i,-1%
Cc1ccsc1-c1nc(CSCC(=O)N2CCC3(CC2)OCCO3)c(C)o1,-2.1,-1%,2%,-6%,-14%,8%,7,-7%,6%
Cc1c(C=O)c2ccccc2n1Cc1ccccc1F,-0.4,1%,20%,-15%,5%,-22%,-1,-22%,?
O=C(c1ccc(-c2ccccc2)cc1)C1CCCN(Cc2ccn[nH]2)C1 (stereo not given),-3.3,-5%,2%,1%,8%,-14%,1,-33%[inhibitor],?

# Only part of the results is shown; rates above refer to the full screens.
